# From PubChem
# Mcl1-Noxa inh = Mcl-1/Noxa interaction inhibition | Q07820 | TR-FRET Mcl-1/Noxa peptide binding, 2 h | inhibition, % at 21.7 µM | 1.5% of 220,000 active | AID 1022;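 active = compounds that cut the protein-peptide binding signal by more than 50% relative to plate controls in a single-dose test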;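 note: His-tagged Mcl-1 with rhodamine Noxa BH3 peptide and terbium anti-His antibody; 0% = Mcl-1 plus Noxa peptide wells and 100% = peptide-only wells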
# Target sequence (Q07820 whole entry, looked up): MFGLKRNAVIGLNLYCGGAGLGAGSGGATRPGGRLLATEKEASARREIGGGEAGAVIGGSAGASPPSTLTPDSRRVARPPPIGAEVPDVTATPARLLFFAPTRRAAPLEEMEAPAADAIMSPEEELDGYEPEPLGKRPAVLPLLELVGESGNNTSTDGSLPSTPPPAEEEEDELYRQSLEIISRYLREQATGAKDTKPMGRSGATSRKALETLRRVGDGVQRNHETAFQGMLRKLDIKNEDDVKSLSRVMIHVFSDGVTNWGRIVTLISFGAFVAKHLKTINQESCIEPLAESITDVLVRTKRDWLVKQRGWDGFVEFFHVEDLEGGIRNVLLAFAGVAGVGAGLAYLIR
# HRas wt GTP bind = human HRas wildtype GTP binding, change in either direction; P01112; GST-Ras wt beads, Bodipy-FL-GTP binding, flow cytometry; actives lie on both sides; GTP binding activity, % at 10 µM; 0.14% of 190,000 active; AID 759;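 active = GTP binding activity at least 20% away from the 100% baseline, either lowered as inhibitor or raised as activator; inconclusive = flagged as likely green fluorescent, judged across all proteins in the well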;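 note: 0% = unlabeled GTP competition control and 100% = no-compound control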
# Target sequence (P01112 whole entry, looked up): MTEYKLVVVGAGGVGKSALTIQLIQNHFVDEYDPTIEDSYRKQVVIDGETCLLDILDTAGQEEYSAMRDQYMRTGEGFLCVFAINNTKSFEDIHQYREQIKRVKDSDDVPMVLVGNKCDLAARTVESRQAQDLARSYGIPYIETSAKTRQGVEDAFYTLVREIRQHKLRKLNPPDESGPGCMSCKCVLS
# Rac1 wt modul = human Rac1 wildtype GTP binding, inhibitors and activators; GTP binding activity (% of control), % at 10 µM; GST-Rac1 beads, fluorescent GTP binding, flow cytometry; actives lie on both sides; 0 = cold GTP competed, 100 = untreated; P63000; 0.27% of 190,000 active; AID 757;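 active = GTP binding activity at least 20 points away from the 100% control level, either lower or higher; inconclusive = compound flagged as likely green fluorescent, judged across all proteins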
# RGS8-Gao = regulators of human RGS8-Galphao interaction | 0.34% of 220,000 active | multiplexed bead flow cytometry, RGS8-Galphao binding; actives lie on both sides | P09471 | response (percent of control binding), % at 10 µM; in the data active = response below about 60% or above about 140%; inactive = in between;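 note: Galphao activated as the GDP aluminium fluoride complex binding bead-coupled RGS8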
# Target sequence (P09471 whole entry, looked up): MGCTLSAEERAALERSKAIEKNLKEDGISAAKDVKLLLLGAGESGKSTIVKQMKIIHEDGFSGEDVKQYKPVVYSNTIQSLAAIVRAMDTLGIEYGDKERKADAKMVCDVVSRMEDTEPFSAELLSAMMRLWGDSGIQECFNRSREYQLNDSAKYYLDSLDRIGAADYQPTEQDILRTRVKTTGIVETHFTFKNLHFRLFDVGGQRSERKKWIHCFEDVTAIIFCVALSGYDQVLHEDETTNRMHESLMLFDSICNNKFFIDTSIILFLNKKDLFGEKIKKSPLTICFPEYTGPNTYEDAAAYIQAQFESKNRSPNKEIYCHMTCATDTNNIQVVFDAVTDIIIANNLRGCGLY
# Mcl1-Bid inh = Mcl-1/Bid interaction inhibition; TR-FRET Mcl-1/Bid-Dy647 peptide binding, 1536-well; inhibition, % at 21.7 µM; Q07820; 0.97% of 220,000 active;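 active = compounds that cut the binding signal by more than half at the single screening dose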;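 note: His-tagged Mcl-1 with europium anti-His antibody binding Bid BH3 peptide; 0% = Mcl-1 plus peptide wells and 100% = peptide-only wells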
# Bim-Mcl-1 = disrupts Bim peptide binding to human Mcl-1; inhibition, % at 10 µM; Bead-based flow cytometry, Bim peptide-Mcl-1 binding; 0.1% of 190,000 active; AID 1009; in the data active = inhibition above about 40%;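 note: 0% = no compound tracer wells and 100% = peptide blocker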
# Cdc42 wt GTP = changes GTP binding to wildtype human Cdc42; P60953; GST-Cdc42 beads, Bodipy-GTP binding, flow cytometry; actives lie on both sides; percent activity (GTP binding), % at 10 µM; 0.2% of 190,000 active; AID 761;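 active = percent activity GTP binding at least 20 points away from the 100% baseline, either down as inhibitor or up as activator; inconclusive = compound flagged as likely green fluorescent from well-wide comparison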;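 note: median bead fluorescence of bound Bodipy-FL-GTP at 100 nM; 0% = excess unlabeled GTP control and 100% = no compound control; below 100% means less GTP binding so inhibitor and above means activator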
# Target sequence (P60953 whole entry, looked up): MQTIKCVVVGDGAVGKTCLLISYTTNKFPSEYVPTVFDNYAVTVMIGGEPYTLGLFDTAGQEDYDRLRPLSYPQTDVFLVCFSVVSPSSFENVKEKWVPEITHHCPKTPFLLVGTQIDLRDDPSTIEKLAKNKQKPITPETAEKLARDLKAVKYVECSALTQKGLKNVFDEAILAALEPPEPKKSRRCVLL
# Rab2 wt GTP = changes GTP binding to wildtype dog Rab2A, up or down | P61105 | GST-Rab2 wt beads, Bodipy-GTP binding, flow cytometry | GTP binding activity, % at 10 µM | 0.19% of 190,000 active;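 active = GTP binding activity at least 20 points away from 100%, either lowered or raised; inconclusive = signal likely due to the compound's own green fluorescence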;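 note: 0% = beads with excess unlabeled GTP and 100% = no-compound control corrected for plate trend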
# Pf gamet viab = kills late stage P. falciparum gametocytes. P. falciparum stage V gametocytes, ATP luminescence, 24 h. 0.065% of 150,000 active. AID 743093. inhibition, % at 10.9 µM;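 active = inhibition above the mean plus 3 SD of compounds within the control limits, set per campaign, cut at about 38% in these data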;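 note: 0% = DMSO wells and 100% = medium only without gametocytes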
# Rac1 act GTP bind = human Rac1 activated mutant GTP binding change; percent activity (GTP binding), % at 10 µM; 0.11% of 190,000 active; GST-Rac1 activated beads, fluorescent GTP binding, flow cytometry; actives lie on both sides; 100% means binding = to untreated wells;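 active = GTP binding at least 20 percentage points away from the 100% baseline, in either direction, so actives lie on both sides; inconclusive = Compound likely fluorescent itself, or too few beads counted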
# Rab7 wt modul = alters GTP binding to wildtype dog Rab7 | GST-Rab7 beads, fluorescent GTP binding, flow cytometry; actives lie on both sides; untreated = 100%, excess cold GTP = 0% | GTP binding activity (percent of control), % at 10 µM | 0.055% of 190,000 active | AID 758;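 active = fluorescent GTP binding to Rab7 beads changed by at least 20 points from the 100% baseline, either direction, mostly lower; inconclusive = compound itself probably fluorescent, or too few beads counted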;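 note: median green fluorescence of bound Bodipy-FL-GTP per Rab7 bead population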
# Active calls of the source: *; u = inconclusive; x = no result given; [ ] = remark or other dose. Not a hit list (roughly 2.9% active in at least one column).
SMILES,Mcl1-Noxa inh,HRas wt GTP bind,Rac1 wt modul,RGS8-Gao,Mcl1-Bid inh,Bim-Mcl-1,Cdc42 wt GTP,Rab2 wt GTP,Pf gamet viab,Rac1 act GTP bind,Rab7 wt modul
CC(C)c1ccc2[nH]c3nc(SCC(=O)N4CCOCC4)nnc3c2c1,-1,95,93,99,-38,-3,95,96,x,94,100
Cc1ccc2[nH]c(=O)c(CN(Cc3ccco3)S(=O)(=O)c3c(C)ccc4nsnc34)cc2c1,-7,97,99,97,-5,2,97,98,2,98,98
Cc1ccc(/C=C/C(=O)c2ccc(N3CCOCC3)cc2)s1,10,88,86,83,-10,7,87,87,9,88,95
CS(=O)(=O)N1CCc2cc(S(=O)(=O)N3CCCCC3)ccc21,-15,96,97,105,-4,-3,91,94,x,93,99
C=CCn1c(C)cc(C(=O)CSc2nnc3c(Cl)cc(Cl)cn23)c1C,9,96,100,103,-76,-2,94,94,x,100,97
CC(=O)Nc1ccc(S(=O)(=O)NC(=O)C23CC4CC(CC(C4)C2)C3)cc1,19,97,96,71,-12,6,95,99,x,97,99
CCn1c(C(O)c2ccc3c(c2)OCO3)nc2ccccc21 (stereo not given),5,101,107,101,-5,-5,102,99,x,101,97
CC(=O)c1cccc(NC(=O)Cc2cccs2)c1,36,103,106,100,-85,-2,106,104,x,103,103
COc1ccc(CC(=O)NNC(=O)c2ccc(SCc3cc(F)ccc3F)c([N+](=O)[O-])c2)cc1,4,101,100,102,7,-4,103,101,x,100,98
CC1=CCC(C(=O)N/N=C/c2cccs2)C(c2ccc(F)cc2)C1 (stereo not given),15,94,89,102,-8,0,94,92,x,90,95
CCOc1ccc(NC2=NC(C)(C)N=C(N)N2)cc1,-10,98,93,97,-11,1,98,96,x,97,95
CCC(=O)c1cc2c(cc1NC(=O)C(C)C)OCCO2,12,102,102,103,15,0,101,100,12,98,97
COc1ccc(C(CNC(=O)c2cccnc2SC)N2CCOCC2)cc1 (stereo not given),11,100,102,101,-17,1,103,102,11,99,101
O=c1cc(-c2ccc(Br)cc2)[nH][nH]1,-7,98,97,101,-40,0,96,97,5,90,100
COc1ccc(OC)c(S(=O)(=O)N2CCN(c3ccccn3)CC2)c1,12,104,103,100,-13,-2,106,104,13,102,101
CCOC(=O)N1CCN(C(=S)NC(=O)c2ccc(F)cc2)CC1,0,97,99,104,-22,2,97,95,16,97,96
CCS(=O)(=O)N1Cc2ccccc2CC1C(=O)OCC(=O)Nc1ccc(C)cc1 (stereo not given),24,97,98,103,-14,1,97,95,13,96,94
CCOC(=O)/C=C/C(=O)Nc1ccc(S(=O)(=O)Nc2c(C)cc(C)cc2C)cc1,11,98,98,101,-7,-4,97,97,0,98,96
O=C(N/N=C/c1cccs1)c1cc(C2CC2)nc2ccccc12,19,99,101,93,-9,-2,99,97,13,99,101
Cn1cc(CNC(=O)c2cc(-c3ccc(Br)cc3)nc3ccccc23)cn1,23,97,98,98,-23,-1,96,95,x,93,97
COc1cc(NS(=O)(=O)c2ccc(NC(=O)c3ccc(S(=O)(=O)N4CCCCC4)cc3)cc2)ncn1,14,97,95,105,10,-1,91,97,18,95,101
C=CCn1c(COc2ccccc2)nnc1SC(C)C(=O)N/N=C/c1cc(Cl)ccc1O (stereo not given),-19,96,98,90,-60,2,99,97,-36,98,95
O=C(Nc1nnc(C(F)(F)F)s1)c1ccc(N2C(=O)C3C4C=CC(C4)C3C2=O)cc1 (stereo not given),19,101,101,101,16,4,100,99,x,98,100
COc1ccc(OC)c(S(=O)(=O)N2CCC(C(=O)Nc3cccc(C)c3)CC2)c1,6,105,104,97,1,0,105,104,-9,99,102
C/C(=N\OC(=O)c1ccccc1)c1c(C)nc2cc(C)ccn12,27,88,85,99,-1,-2,90,87,3,90,91
# Further structures.
SMILES,Mcl1-Noxa inh,HRas wt GTP bind,Rac1 wt modul,RGS8-Gao,Mcl1-Bid inh,Bim-Mcl-1,Cdc42 wt GTP,Rab2 wt GTP,Pf gamet viab,Rac1 act GTP bind,Rab7 wt modul
CCOC(=O)CSc1nnc([C@H](Cc2ccccc2)NC(=O)OC(C)(C)C)o1,12,96,96,100,3,2,96,97,-8,96,96
CC1=C(C(N)=O)C(c2ccc3c(c2)OCO3)n2nc(-c3cccc(C)c3)nc2N1 (stereo not given),4,96,101,103,-15,-2,103,99,-10,99,97
Cc1csc(NC(=O)c2cc3c(s2)-c2ccccc2OC3)n1,15,104,102,101,-7,0,101,101,x,99,101
Cn1ccnc1SCC(=O)Nc1cccc(S(=O)(=O)N2CCCCC2)c1,14,100,100,102,-28,-2,102,96,-6,95,96
CC1CCC(C(C)C)C(OC(=O)Cn2c(-c3ccc(F)cc3)[n+](C)c3ccccc32)C1 (stereo not given),1,101,103,102,-6,0,101,100,-5,100,103
CC(C(=O)c1ccccc1)n1c(N2CCOCC2)nc2c1c(=O)n(C)c(=O)n2C (stereo not given),6,97,97,100,-5,-3,97,97,x,94,97
Nc1cnccc1C(=O)O,16,97,100,102,-16,2,97,98,x,94,94
CCCN(Cc1cc2cccc(C)c2[nH]c1=O)S(C)(=O)=O,4,99,103,101,4,6,101,100,x,99,93
COc1ccc(-n2c(=O)c3ccccc3n(CC(=O)c3ccccc3)c2=O)cc1OC,18,98,98,95,-6,-2,92,97,27,96,97
COc1cc(OC)cc(C(C)=O)c1,17,98,99,100,15,-1,96,99,x,94,100
Cc1ccc2c(CC(=O)N3CCOCC3)coc2c1,12,99,95,98,-33,-1,93,98,-21,96,102
CC(C)(C)NC(=O)NC(=O)COC(=O)c1cc(=O)[nH]c2ccccc12,9,99,102,99,-16,-2,99,98,x,98,99
Cc1cc(C)n2nc(SCCOc3ccccc3)nc2n1,6,84,78*,99,-26,3,82,83,-3,88,93
CCn1nc(C)c(CN2CCCC(CO)(Cc3cccc(Cl)c3)C2)c1C (stereo not given),-10,98,102,102,-12,-2,98,97,-3,99,100
COCCNC(=O)CCCn1c(=O)c2ccccc2n(Cc2cccc([N+](=O)[O-])c2)c1=O,1,96,100,94,-14,0,93,96,13,95,99
COc1cc(Cl)cc(NC(=O)CCN2CCN(C)CC2)c1,15,101,102,99,22,1,103,100,3,99,100
CCC(CC)=NNc1ccc([N+](=O)[O-])cc1[N+](=O)[O-],1,96,97,98,-28,-1,97,97,15,98,93
Cc1c2cnn(-c3ccccc3)c(=O)c2c(C)n1CCCC(=O)N1CCN(C)CC1,37,99,99,101,-44,0,99,99,x,99,98
CCN(CC)C(=S)NC(=O)c1cc(OC)c(OC)c(OC)c1,7,98,99,101,-30,0,100,100,x,93,106
C=CCC(C(=O)OC)(C(=O)OC)c1ccc(C(F)(F)F)cc1[N+](=O)[O-],17,95,98,100,-13,0,96,93,7,95,93
c1ccc2c(c1)NC(CN1CCOCC1)CO2 (stereo not given),-8,99,107,99,-28,-5,100,100,2,101,101
CCCOc1ccc(NC(=O)C2CC(=O)N/C(=N/N=C(C)/C=C/c3ccc(N(C)C)cc3)S2)cc1 (stereo not given),-10,95,96,99,-48,1,96,99,-7,98,99
CN1CCN(S(=O)(=O)c2ccc3c4c(cccc24)C(=O)N3)CC1,9,103,105,94,-17,2,103,103,x,99,105
CCCC[n+]1c(C)sc2cc(OC)ccc21,8,91,100,97,-94,-2,93,94,-15,96,94
CCN(CC)CCn1c(=S)[nH]c2cc3c(cc2c1=O)OCO3,6,102,103,92,-26,-2,104,101,6,101,98

# Continued; it opens with the 2 that closed the last part.
SMILES,Mcl1-Noxa inh,HRas wt GTP bind,Rac1 wt modul,RGS8-Gao,Mcl1-Bid inh,Bim-Mcl-1,Cdc42 wt GTP,Rab2 wt GTP,Pf gamet viab,Rac1 act GTP bind,Rab7 wt modul
CCCC[n+]1c(C)sc2cc(OC)ccc21,8,91,100,97,-94,-2,93,94,-15,96,94
CCN(CC)CCn1c(=S)[nH]c2cc3c(cc2c1=O)OCO3,6,102,103,92,-26,-2,104,101,6,101,98
Cc1ccc(C(=O)NNc2nc3ccccc3nc2C(F)(F)F)cc1,13,98,97,102,-2,3,98,96,-8,98,96
COCC(=O)N1CCCN(c2nc3c(C)cccc3cc2C#N)CC1,8,100,105,99,3,-1,100,99,x,99,100
CCc1ccc(CNC(=O)CCc2nc(-c3cccs3)no2)cc1,12,98,97,102,5,-7,98,99,x,96,99
Cn1cc(Br)c(C(=O)NNC(=O)c2ccc(Br)cc2)n1,25,98,101,102,-2,-3,100,98,-20,102,97
Cc1nc2nc(SCC(=O)c3ccc([N+](=O)[O-])cc3)[nH]c2cc1Br,45,99,99,100,2,-7,100,99,x,95,99
O=C(Cn1ccc2ccccc2c1=O)NCCC(=O)N1CCN(c2cccc(Cl)c2)CC1,-10,101,105,101,-16,-1,101,101,x,102,98
O=C(NCc1ccccc1)Nc1cccn(Cc2c(F)cccc2Cl)c1=O,11,92,95,103,-1,-1,96,94,19,89,95
Cc1cc(C)c2nc(SC(C)C(=O)NCC(=O)Nc3ccc(F)c(F)c3F)cc(C)c2c1 (stereo not given),5,101,101,98,-63,-4,98,99,-5,100,101
Cc1c(NC(=O)C(C)N(c2ccccc2)S(C)(=O)=O)c(=O)n(-c2ccccc2)n1C (stereo not given),10,91,90,96,-7,-10,88,92,-13,90,101
Cc1c(NC(=O)CCCCCN2C(=O)C3C4C=CC(C4)C3C2=O)c(=O)n(-c2ccccc2)n1C (stereo not given),6,98,97,103,-18,-1,98,99,x,96,101
O=C(Nc1cccc2nsnc12)c1ccc(F)cc1,14,u,u,105,-8,-1,u,u,-25,u,u
Cc1ccc(C)n1-c1ccc(C#N)cn1,5,97,97,100,-38,-2,93,97,11,98,99
Cn1c(CSCc2ccc(Cl)cc2)nnc1SCC(=O)Nc1nccs1,18,93,97,102,7,1,97,93,x,96,89
CN(Cc1nc2ccccc2c(=O)[nH]1)CC(O)COCc1ccco1 (stereo not given),6,99,101,100,-24,-2,96,99,x,96,101
COCCN(C(=S)Nc1ccc(C)cc1C)C(C)c1ccco1 (stereo not given),12,95,93,164*[activator],-31,-2,95,96,13,97,104
Fc1ccc(Cn2nnc(-c3ccc(CN4CCOCC4)cc3)n2)cc1,7,100,103,132,-8,-4,100,101,-23,98,101
COc1ccc(OC)c(-n2c(-c3cc(-c4ccco4)[nH]n3)n[nH]c2=S)c1,30,94,94,94,-68,0,91,95,7,93,97
CC(C)NC(=O)Cn1cnc2c1c(=O)n(C)c(=O)n2C,1,96,95,97,2,1,96,94,x,94,96
COc1ccc(S(=O)(=O)N(C)CC(=O)NCc2cccnc2)cc1,12,105,107,104,-4,-3,107,101,x,100,101
CCOC(=O)C(NCc1ccc(F)cc1)(NC(=O)c1ccccc1)C(F)(F)F (stereo not given),14,99,100,99,1,x,101,96,-31,96,99
